From PubChem BioAssay
HTR2A ag = agonists of mouse serotonin 5-HT2A receptor (HTR2A); CHO-K1 mHTR2A beta-arrestin complementation, luminescence; percent of 30 µM serotonin response; 360,000 compounds, 0.66% hits; activation, % at 7.6 µM; P35363;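 active = activation above a run cutoff, the mean activation of all tested compounds plus 3 SD, cut at about 14% in these data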;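 note: 0% = plate median of compound wells and 100% = 30 µM serotonin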
Target sequence (P35363 whole entry, looked up): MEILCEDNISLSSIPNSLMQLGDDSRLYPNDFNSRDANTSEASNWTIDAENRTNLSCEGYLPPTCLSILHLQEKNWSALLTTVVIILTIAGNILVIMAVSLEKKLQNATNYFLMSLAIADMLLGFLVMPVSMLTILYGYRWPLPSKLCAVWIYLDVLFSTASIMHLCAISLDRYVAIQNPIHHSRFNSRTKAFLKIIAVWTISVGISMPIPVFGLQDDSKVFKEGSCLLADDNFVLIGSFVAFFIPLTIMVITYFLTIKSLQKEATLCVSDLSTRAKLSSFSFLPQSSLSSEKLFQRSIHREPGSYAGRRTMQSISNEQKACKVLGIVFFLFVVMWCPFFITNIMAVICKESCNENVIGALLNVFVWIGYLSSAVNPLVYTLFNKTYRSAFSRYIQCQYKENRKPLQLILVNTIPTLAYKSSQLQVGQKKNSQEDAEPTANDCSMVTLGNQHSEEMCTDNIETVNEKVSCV
CaV13 ICDI inh = Primary screen for inhibitors of IQ motif and Ca2+-dependent inactivation inhibitor domain binding in CACNA1D, Förster resonance energy transfer in living cells, … | 340,000 compounds, 0.098% hits | inhibition, % at 12.3 µM | AID 743397 | HEK cells, CFP/YFP FRET ICDI-IQ, plate reader, 10 min; percent FRET-ratio fall versus neutral wells;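 active = mean replicate inhibition of at least 30% and at least 1% of replicates passing that level; inconclusive = only one of the two criteria is met; inactive = neither criterion is met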;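 note: 0% = median of the neutral control wells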
MC4R antag cAMP = blocks human MC4R cAMP signaling; P32245; MC4R-expressing cells, MTII-stimulated cAMP, LANCE TR-FRET; inhibition, % at 6.5 µM; 360,000 compounds, 0.48% hits; AID 540295;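 active = inhibition above its plate's cutoff, the mean of tested wells on that plate plus 3 SD, cut at about 29% in these data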;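 note: 0% = Melanotan II alone and 100% = Melanotan II plus saturating MCL0020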
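System – human MC4R-expressing U2OS cells · Also added – Melanotan II · Dosing – one concentration, 6.5 µM nominal · Timing – 30-min compound, 1-h challenge, 1-h detection, room temperature · Measured by – Eu-cAMP/anti-cAMP TR-FRET, emission 671 nm · Replicates – singlicate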
H9c2 protect = protects H9c2 cardiomyocytes from peroxide injury | H2O2 injury protection, ATPLite, 2 h | protection from H2O2 cell death, % at 20 µM | 360,000 compounds, 0.63% hits;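 active = compounds giving at least 50% protection of heart cells from peroxide-induced death in the single-dose screen, raw or plate-pattern-corrected value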;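 note: 0% = DMSO wells with peroxide and 100% = DMSO wells without peroxide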
Vif imaging = HIV Vif inhibition; HEK293T cells, Vif self-association by quenched fluorescence, imaging, 24 h; inhibition, % at 7.49 µM; 340,000 compounds, 0.35% hits; AID 602346; in the data active = inhibition above about 50%, passing the limit was not always enough; inconclusive = no clear call, values can overlap the other calls; inactive = below about 31%; note: some results filed as inactive read as strong as hits
MC4R barr agon = human MC4R agonism via beta-arrestin; P32245; U2OS MC4R beta-arrestin complementation, luminescence; percent of melanotan II response, DMSO zero; activation, % at 8.9 µM; 360,000 compounds, 0.98% hits; AID 540308;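 active = activation above a per-plate cutoff, the mean activation of sample wells on that plate plus 3 SD, cut at about 8% in these data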
ABCB6 inh MLPCN = blocks the human ABCB6 transporter; fluorescence ratio to DMSO, % at 10 µM; K562-ABCB6 porphyrin accumulation, flow cytometry, 1 h; hits give low values; Q9NP58; AID 602162; 360,000 compounds, 0.19% hits;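 active = fluorescence ratio to DMSO below 75%, the collection mean minus 3 SD; inconclusive = too few cells collected in the well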;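 note: signal is porphyrin accumulated inside mitochondria; 100% equals median channel fluorescence of DMSO control wells; lower ratio means ABCB6 inhibition with less porphyrin fluorescence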
PDI turbidity = blocks human protein disulfide isomerase activity. P07237. PDI insulin aggregation turbidity, A650, 90 min. inhibition, % at 10 µM. 350,000 compounds, 0.052% hits;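 active = mean inhibition across replicates of 30% or more, whatever share of single replicates reach that level; inconclusive = mean inhibition below 30% while every single replicate reaches 30%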;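 note: absorbance from insulin aggregation driven by PDI reduction with DTT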
Target sequence (P07237 whole entry, looked up): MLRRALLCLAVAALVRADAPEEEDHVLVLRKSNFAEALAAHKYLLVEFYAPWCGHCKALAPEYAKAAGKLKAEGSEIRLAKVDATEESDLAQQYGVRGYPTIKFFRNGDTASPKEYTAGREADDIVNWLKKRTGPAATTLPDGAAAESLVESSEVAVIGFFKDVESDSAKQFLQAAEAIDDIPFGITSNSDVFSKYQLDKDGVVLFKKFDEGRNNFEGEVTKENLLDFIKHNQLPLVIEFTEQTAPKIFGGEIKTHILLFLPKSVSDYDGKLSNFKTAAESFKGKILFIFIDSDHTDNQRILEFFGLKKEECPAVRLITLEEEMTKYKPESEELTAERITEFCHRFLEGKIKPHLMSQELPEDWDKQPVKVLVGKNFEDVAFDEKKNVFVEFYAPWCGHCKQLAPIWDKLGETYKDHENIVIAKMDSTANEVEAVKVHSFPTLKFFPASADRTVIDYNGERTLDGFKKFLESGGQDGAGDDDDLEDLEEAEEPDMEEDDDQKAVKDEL
aDG glyco act = alpha-DG glycosylation activation. Pro5-aDG cells, alpha-DG glycosylation AlphaScreen (IIH6); 0% Pro5, 100% B10-LARGE cell signal. activation, % at 10 µM. 360,000 compounds, 0.22% hits;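 active = activation of at least 8% versus controls, or a plate z-score of at least 8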;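 note: Pro5 are CHO cells carrying HIG-tagged alpha-DG that lacks glycosylation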
N-glyco inh = blocks N-linked glycosylation in D54 reporter cells; reporter increase, % at 12.5 µM; D54 ERlucT glycosylation luciferase reporter, 24 h; percent of 100 nM tunicamycin response; 360,000 compounds, 0.23% hits;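 active = mean luciferase reporter signal, scaled so untreated is 0 and the glycosylation-blocking control 100, at or above a set limit in every replicate; inconclusive = mean reaches the limit but not every replicate does; inactive = mean below the limit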;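 note: luciferase carries N-glycosylation sites so blocking glycosylation raises the light; 0% = median of neutral control wells and 100% = median of 100 nM tunicamycin wells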
Numbers without * were called inactive; ? = inconclusive; . = no result given. Compounds as they come (roughly 3.6% active in at least one column).

SMILES | HTR2A ag | CaV13 ICDI inh | MC4R antag cAMP | H9c2 protect | Vif imaging | MC4R barr agon | ABCB6 inh MLPCN | PDI turbidity | aDG glyco act | N-glyco inh
O=C(N/C(=C/C=C/c1ccccc1)C(=O)N1CCCCC1)c1ccc([N+](=O)[O-])cc1 | -1 | -5 | -1 | 1 | 4 | -2.4 | 89 | 0 | -0.4 | -3
COc1ccc(C(C)(O)c2nc(-c3cccc(O)c3)cs2)cc1 (centres undefined) | 5 | -5 | 3 | -2 | 8 | -0.7 | 87 | 13 | -0.1 | 16
C/C=C/Cn1c(Br)nc2c1c(=O)n(C)c(=O)n2C | 0 | -2 | 3 | 9 | 2 | 1.1 | 100 | 1 | -0.3 | 2
COc1ccc2c(c1)cc(C(=O)N[C@@H](Cc1ccccc1)C(=O)O)n2C | 0 | -4 | -1 | 1 | 4 | -2.3 | 93 | -7 | -0.1 | 0
COc1ccc(OC)c(S(=O)(=O)N(C)CC(=O)O)c1 | -2 | . | 14 | 11 | 18 | -0.3 | 96 | 2 | 0.0 | -1
Cc1cccc(NC(=O)N2CCc3ccccc3C2)c1C | -16 | -5 | 10 | -4 | 3 | 1.0 | 105 | 3 | 0.8 | 0
FC(F)(F)c1ccc2c(c1)n(Cc1ccccc1)c1[n+]2CCCCC1 | 2 | -7 | 0 | -5 | 9 | -1.7 | 99 | -6 | 0.0 | 1
CCCc1[nH]nc2c1C(c1ccc(OC(=O)N3CCOCC3)c(OC)c1)C(C#N)=C(N)O2 (centres undefined) | 1 | -6 | 12 | 7 | 4 | -2.0 | 93 | -6 | 0.2 | 2
CN(C)c1nc(OCCOC(=O)Nc2ccc(Cl)cc2Cl)nc(N(C)C)n1 | 1 | -6 | 13 | -7 | -3 | -0.1 | 98 | 15 | 0.2 | 0
CCN(CC)S(=O)(=O)c1ccc(C)c(NC(=O)CN2CCN(Cc3ccccc3)CC2)c1 | -5 | -16 | 0 | 3 | -2 | -1.4 | 97 | 3 | 0.0 | -4
COc1cc(CNc2ccc(N3CCOCC3)cc2)ccc1OCC(=O)NC(C)(C)C | 2 | -19 | -6 | 4 | 0 | -0.7 | 97 | 5 | 0.2 | 5
Clc1ccc(COn2c(-c3ccc(Cl)cc3)nc3ccccc32)cc1 | 4 | -6 | 7 | -11 | -10 | -0.2 | 91 | -3 | 0.3 | -5
O=C(NNC1=NC2(CCCC2)Cc2ccccc21)c1ccncc1 | 2 | 13 | 18 | 8 | -7 | -3.4 | 97 | -6 | 0.3 | 0
COc1cccc(NC(=O)c2ccccc2SC)c1 | 1 | -5 | 3 | 4 | 3 | -0.6 | 106 | 0 | 0.2 | -1
Nc1c2c(nc3c1CCCC3)CCCC2 (tested in a mixture with another compound) | 0 | 5 | 5 | 4 | 11 | -0.4 | 99 | -11 | 0.2 | -1
CC(C)n1nc(C(=O)OCC(=O)N2CC(=O)Nc3ccccc32)c2ccccc2c1=O | 11 | -5 | 0 | 28 | 10 | -2.7 | 99 | 2 | 0.1 | 1
C=C(C)CSC1=C(C#N)C(c2ccccc2Cl)CC(=O)N1 (centres undefined) | -3 | -4 | 4 | -6 | -3 | 0.0 | 105 | -2 | 0.0 | -1
CCCn1nnc(NC(=O)c2cc3ccccc3o2)n1 | 2 | -8 | 9 | 1 | . | -0.9 | 96 | -1 | 0.0 | -3
O=C(NCc1cccs1)c1nc2ncccn2n1 | -1 | . | 4 | 2 | -12 | -1.9 | 101 | 12 | -0.2 | 2
CCCCCCn1c(N2CCCC2)nc2c1c(=O)[nH]c(=O)n2C | 4 | -2 | 3 | -6 | -5 | -0.7 | 94 | 1 | 0.2 | 4
C[C@@H]1CN([C@@H](C)CO)C(=O)CCCn2nncc2CO[C@@H]1CN(C)S(=O)(=O)c1ccc(-c2ccccc2)cc1 | -3 | -7 | 8 | 0 | 0 | 0.1 | 94 | 1 | 0.0 | 0
C[C@H](NC(=O)c1nc[nH]c1C(=O)NCc1ccccc1)c1ccccc1 | -4 | -11 | 1 | 0 | 2 | 0.8 | 96 | -7 | -0.3 | 2
NC(=O)C1CCN(C(=O)CN2CCCc3ccccc32)CC1 | -3 | 0 | -5 | -3 | 7 | -0.6 | 104 | -11 | 0.1 | 3
CC(C)OC(=O)c1ccc(NC(=O)c2cncc(Br)c2)cc1 | 5 | -3 | 17 | 10 | -4 | 1.4 | 99 | 5 | 1.1 | -3

Shown as tab-separated lines: four of the compounds above
compound	HTR2A ag	CaV13 ICDI inh	MC4R antag cAMP	H9c2 protect	Vif imaging	MC4R barr agon	ABCB6 inh MLPCN	PDI turbidity	aDG glyco act	N-glyco inh
C/C=C/Cn1c(Br)nc2c1c(=O)n(C)c(=O)n2C	0	-2	3	9	2	1.1	100	1	-0.3	2
COc1ccc2c(c1)cc(C(=O)N[C@@H](Cc1ccccc1)C(=O)O)n2C	0	-4	-1	1	4	-2.3	93	-7	-0.1	0
COc1ccc(OC)c(S(=O)(=O)N(C)CC(=O)O)c1	-2	.	14	11	18	-0.3	96	2	0.0	-1
Cc1cccc(NC(=O)N2CCc3ccccc3C2)c1C	-16	-5	10	-4	3	1.0	105	3	0.8	0

Next compounds follow:
SMILES | HTR2A ag | CaV13 ICDI inh | MC4R antag cAMP | H9c2 protect | Vif imaging | MC4R barr agon | ABCB6 inh MLPCN | PDI turbidity | aDG glyco act | N-glyco inh
CCOc1cc(N2CCOCC2)c(OCC)cc1NC(=O)c1ccc(S(=O)(=O)N(C)C)cc1 | 3 | -7 | -3 | 2 | -7 | -1.5 | 97 | 4 | -0.1 | 0
CCOc1cc(/C=N\NC(=O)c2ccc(NC(=O)C(C)(C)C)cc2)ccc1OC(=O)c1ccc(C)cc1 | -2 | -6 | -4 | -11 | 8 | 4.2 | 94 | -3 | -0.2 | 3
CCCn1c(=O)c2ccccc2n2c(=S)[nH]nc12 | 5 | -18 | 11 | -1 | -12 | -1.0 | 97 | 7 | 0.1 | 1
Fc1ccc(CNCc2ccco2)cc1 | 0 | -4 | 7 | 2 | 8 | -1.3 | 96 | 3 | 0.1 | 0
O=C1c2ccccc2-c2ccccc2NC1O (centres undefined) | -3 | -13 | 2 | 19 | -6 | -2.6 | 100 | -1 | -0.2 | 1
Cc1ccc(-n2cc(CN3CCC(CO)(Cc4cccc(C(F)(F)F)c4)CC3)cn2)cc1 | 4 | 3 | 5 | -10 | -6 | 5.4 | 97 | -6 | -0.7 | -8
CCCCCCSC1=C(C#N)C(c2ccccc2)CC(=O)N1 (centres undefined) | 1 | -10 | 7 | -5 | 3 | 10* | 102 | -1 | 0.2 | 2
O=C(CN1C(=O)NC2(CCCc3ccccc32)C1=O)N1CCN(C(=O)c2ccco2)CC1 (centres undefined) | 9 | -6 | 4 | 1 | -9 | -1.0 | 104 | -3 | 0.2 | 1
CCO[C@H]1c2c(ccc3ccc(=O)oc23)OC(C)(C)[C@@H]1O | 8 | -10 | 4 | 1 | -2 | 0.9 | 93 | 14 | 0.3 | 1
COc1ccc2c(c1)CCCC21NC(=O)N(CC(=O)N2CC(C)OC(C)C2)C1=O (centres undefined) | 3 | -8 | 4 | 0 | 1 | 2.1 | 96 | 1 | 0.0 | 0
CN(Cc1ccccc1)C(=O)c1[nH]cnc1C(=O)Nc1ccc(Br)cc1F | 1 | -6 | -3 | -8 | 3 | 1.4 | 90 | 1 | -0.2 | -2
C#CCOc1c(Br)cc(/C=C2/C(=O)ON=C2C)cc1OCC | 8 | -10 | 0 | -4 | 1 | -1.8 | 102 | -1 | 0.0 | 0

Shown field by field: two of the compounds above
> CCOc1cc(N2CCOCC2)c(OCC)cc1NC(=O)c1ccc(S(=O)(=O)N(C)C)cc1
- HTR2A ag: 3
- CaV13 ICDI inh: -7
- MC4R antag cAMP: -3
- H9c2 protect: 2
- Vif imaging: -7
- MC4R barr agon: -1.5
- ABCB6 inh MLPCN: 97
- PDI turbidity: 4
- aDG glyco act: -0.1
- N-glyco inh: 0

> COc1ccc2c(c1)CCCC21NC(=O)N(CC(=O)N2CC(C)OC(C)C2)C1=O (centres undefined)
- HTR2A ag: 3
- CaV13 ICDI inh: -8
- MC4R antag cAMP: 4
- H9c2 protect: 0
- Vif imaging: 1
- MC4R barr agon: 2.1
- ABCB6 inh MLPCN: 96
- PDI turbidity: 1
- aDG glyco act: 0.0
- N-glyco inh: 0

(list continues)
SMILES | HTR2A ag | CaV13 ICDI inh | MC4R antag cAMP | H9c2 protect | Vif imaging | MC4R barr agon | ABCB6 inh MLPCN | PDI turbidity | aDG glyco act | N-glyco inh
CCCC[C@H]1C2=C3[C@@H](CC(C(=O)OC)=C[C@@H](C(=O)OC)[C@H]3C(C)(C)C2=O)n2c(=O)n(-c3ccccc3)c(=O)n21 | 8 | -9 | 2 | 4 | -5 | -0.9 | 100 | 1 | 0.0 | -2
O=C(OCC(=O)N1CCCC1)c1c2c(nc3ccccc13)CCCCC2 | -2 | -6 | 14 | 16 | 8 | -2.9 | 96 | -2 | -0.4 | -3
CCOC(=O)CNC(=O)Nc1ccccc1C(=O)OC | 0 | -5 | -2 | -6 | 6 | 0.1 | 94 | -2 | -0.3 | 3
C/C(=N\NS(=O)(=O)c1ccc(Cl)c([N+](=O)[O-])c1)c1cc2ccccc2o1 | -1 | -9 | 11 | -16 | ? | -1.3 | 100 | 11 | -0.3 | 4
CCC(=O)c1ccc(OCC(=O)OCC(=O)Nc2sccc2C(N)=O)cc1 | 6 | -5 | 9 | -11 | 1 | -1.9 | 95 | -5 | -0.1 | 0
Cc1ccc(C(=O)N2CCCCC2C(=O)O)o1 (centres undefined) | 0 | 1 | 5 | -6 | -1 | -0.1 | 92 | 2 | 0.5 | 1
CCCc1nc(NCc2ccco2)c(C#N)c2c1COC(C)(C)C2 | 4 | . | 8 | -11 | 1 | 0.8 | 103 | -10 | 1.0 | -1
Cn1c(=O)n(C)c2cc(S(=O)(=O)O)ccc21 | 6 | . | 13 | 1 | 2 | -1.3 | 97 | -3 | -0.3 | 0
COc1cc(/C=C/c2nc3ccccc3c(=O)[nH]2)cc(Br)c1O | -2 | -8 | 9 | 17 | 4 | 1.0 | 91 | -1 | 0.0 | 1
COc1ccc(NC(=O)c2ccc(OCc3c(C)noc3C)c(OC)c2)cn1 | 4 | -2 | 11 | 9 | -19 | -0.5 | 96 | -5 | -0.2 | 4
COc1cccc(CNC(=O)C2CCN(S(=O)(=O)c3cnc[nH]3)CC2)c1 | -5 | . | 6 | 5 | -3 | 0.5 | 97 | -2 | -0.2 | 0
Cc1nn(C)c(C(=O)NNC(=O)NC2CCCCC2)c1Cl | 2 | . | 11 | 0 | -5 | 0.8 | 98 | 1 | -0.1 | 3
COc1ccc(-n2cc(CNCC3CCOCC3)c(-c3cccc(F)c3)n2)cc1 | -1 | -4 | 14 | 8 | . | 0.2 | 99 | -2 | -0.2 | -2
